Compound activity as filed in PubChem BioAssay.
BLM inh: Bloom syndrome helicase (human) inhibition. P54132. recombinant BLM DNA unwinding, fluorescence dequenching. Potency, µM (highest dose often 56.1 µM), for the others: at the highest dose activity change, negative = inhibition, usual class: inhibitors. 350,000 tested, 0.2% active. AID 2528;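 note: potency is the fitted concentration of half-maximal effect; plate controls were vehicle for no effect and no enzyme for full effect; nearly all actives have a fitted effect of over 35% in size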
Anesthetic bind: candidate novel general anesthetic via apoferritin binding | P02791 | Potency, µM (top dose mostly 77.5 µM), without a hit: at the highest dose activity change, negative = displacement, most hits filed as inhibitors | apoferritin/1-aminoanthracene competitive binding, fluorescence | 350,000 tested, 0.074% active; note: potency is the fitted concentration of half-maximal effect; % is set by controls: 0 for no effect and ±100 for the full control effect; nearly all actives have a fitted effect of over 20% in size
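10 uM apoferritin + 50% sat. 1-AMA, PBS; cpd 10 min RT; Ex380/Em535 endpoint; normalized to free probe vs complex; 4-param Hill fit; propofol titration as pos. ctrl.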
Pol eta inh: inhibitors of human DNA polymerase eta; Q9Y253; recombinant Pol eta, fluorescent DNA replication assay; Potency, µM (series often up to 114 µM), for inactives: at the top dose activity change, negative = inhibition, hits mostly inhibitors; 390,000 tested, 1.2% active; note: potency is the fitted concentration of half-maximal effect; % is set by controls: 0 for no effect and ±100 for the full control effect
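Fluorescent replication assay: 50 nM final substrate added after a 15 min room-temperature compound preincubation with 10 nM enzyme. Signal taken at 0 min and again at 10 min.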
RXFP1 antagonist: blocks the human relaxin receptor RXFP1; Q9HBX9; HEK293-RXFP1, relaxin-stimulated cAMP HTRF, 30 min; active compounds read low; activity change, negative = inhibition, % at 57.5 µM; 350,000 tested, 0.59% active;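 active = activity change of -60% or lower, but not beyond a set lower limit; inconclusive = change between -60% and -40%, or beyond the set limit; inactive = change above -40%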; note: % is set by controls: 0 for no effect and ±100 for the full control effect
Target sequence (Q9HBX9 whole entry, looked up): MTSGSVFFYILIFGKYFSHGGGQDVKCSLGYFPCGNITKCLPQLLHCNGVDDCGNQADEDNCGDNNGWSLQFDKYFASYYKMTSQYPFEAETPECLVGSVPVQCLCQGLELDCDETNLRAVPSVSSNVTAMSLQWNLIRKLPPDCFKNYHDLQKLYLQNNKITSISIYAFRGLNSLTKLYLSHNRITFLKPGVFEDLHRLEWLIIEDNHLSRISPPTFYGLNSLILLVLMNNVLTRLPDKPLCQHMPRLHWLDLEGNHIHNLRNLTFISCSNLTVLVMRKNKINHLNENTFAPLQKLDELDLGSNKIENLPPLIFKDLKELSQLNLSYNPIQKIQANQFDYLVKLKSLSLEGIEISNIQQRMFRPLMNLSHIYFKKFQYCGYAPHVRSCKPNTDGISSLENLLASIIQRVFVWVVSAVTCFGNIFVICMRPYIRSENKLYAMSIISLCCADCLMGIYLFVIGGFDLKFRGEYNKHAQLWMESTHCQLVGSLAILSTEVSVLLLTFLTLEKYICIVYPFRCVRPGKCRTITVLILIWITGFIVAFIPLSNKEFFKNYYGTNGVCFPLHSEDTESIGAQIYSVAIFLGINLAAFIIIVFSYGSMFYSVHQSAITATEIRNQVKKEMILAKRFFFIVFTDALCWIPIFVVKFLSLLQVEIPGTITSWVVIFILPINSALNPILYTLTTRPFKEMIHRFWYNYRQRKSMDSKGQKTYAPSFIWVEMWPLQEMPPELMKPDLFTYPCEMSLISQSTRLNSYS
POLB inh: inhibitors of human DNA polymerase beta; 340,000 tested, 1.3% active; P06746; Potency, µM (titrated, usually from 114 µM), for the others: at the highest dose activity change, negative = inhibition, actives largely listed as inhibitors; AID 485314; Pol beta primer extension/strand displacement, fluorescence kinetic; note: potency is the fitted concentration of half-maximal effect; % is set by controls: 0 for no effect and ±100 for the full control effect
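Curves were derived by four-parameter Hill fits of normalized qHTS data. The kinetic fluorescent primer-extension read was taken at 0 and 10 min after 50 nM substrate, following a 15 min room-temperature preincubation of 10 nM enzyme with compounds.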
Tb PGK inh: T. brucei PGK inhibition; P07378; Potency, µM (highest dose often 57.5 µM), inactives show top-dose activity change, negative = inhibition, actives largely listed as inhibitors; AID 602233; 380,000 tested, 0.043% active; PGK/GAPDH coupled, Kinase-Glo luminescence, 60 min; note: potency is the fitted concentration of half-maximal effect; % is set by controls: 0 for no effect and ±100 for the full control effect; nearly all actives have a fitted effect of over 60% in size
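Recombinant glycosomal PGK reaction used 1,3-bisphosphoglycerate generated in-well by GAPDH (100nM final) in 100mM TEA pH 7.6, 5mM MgCl2, 0.01% Tween-20. After 60 minutes at room temperature, ATP was read by Kinase-Glo Plus luminescence end-point.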
APEX1 inh: APE1 (human) endonuclease inhibition | recombinant APE1, TAMRA/BHQ-2 abasic DNA cleavage fluorescence | Potency, µM (top dose mostly 65.8 µM), inactives show at the highest dose activity change, negative = inhibition, most hits filed as inhibitors | P27695 | 350,000 tested, 0.35% active;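 note: potency is the fitted concentration of half-maximal effect; plate controls were vehicle for no effect and reference inhibitor for full effect; nearly all actives have a fitted effect of over 55% in size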
Target sequence (P27695 whole entry, looked up): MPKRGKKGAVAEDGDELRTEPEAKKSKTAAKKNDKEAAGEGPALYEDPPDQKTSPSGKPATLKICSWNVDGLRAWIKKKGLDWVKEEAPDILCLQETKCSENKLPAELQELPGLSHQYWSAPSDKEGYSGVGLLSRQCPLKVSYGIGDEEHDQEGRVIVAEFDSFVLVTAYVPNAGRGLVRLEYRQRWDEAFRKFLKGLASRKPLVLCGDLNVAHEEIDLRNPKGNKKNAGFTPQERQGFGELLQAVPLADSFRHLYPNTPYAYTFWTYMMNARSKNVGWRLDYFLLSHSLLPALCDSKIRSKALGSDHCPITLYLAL
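Quantitative HTS: incision of a TAMRA/BHQ-2 double-stranded substrate bearing a tetrahydrofuran abasic site by 0.75 nM APE1 raises fluorescence. Substrate 50 nM final, added after 15 min compound preincubation at room temperature; progress as third-minus-first kinetic read difference.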
Pol kappa inh: DNA polymerase kappa (human) inhibition | Q9UBT6 | purified Pol kappa, fluorescent DNA synthesis assay, 10 min | Potency, µM (highest dose often 107 µM), inactives show top-dose activity, negative = inhibition, hits mostly inhibitors | 400,000 tested, 0.53% active | AID 588579; note: potency is the fitted concentration of half-maximal effect; % is set by controls: 0 for no effect and ±100 for the full control effect
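Kinetic fluorescence screen: compound preincubated 15 min RT with 10 nM enzyme; 50 nM substrate (final) initiates; reads at 0/10 min.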
POLI inh: blocks human DNA polymerase iota activity. Q9UNA4. Pol iota fluorescent replication assay, 10 min. Potency, µM (top dose mostly 115 µM), without a hit: top-dose activity, negative = inhibition, usual class: inhibitors. 390,000 tested, 1% active; note: potency is the fitted concentration of half-maximal effect
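Fluorescent replication assay read twice, at 0 min and 10 min after adding 50 nM (final) substrate. Enzyme (10 nM) and compounds were first incubated 15 min at room temperature; enzyme-free buffer wells were negative controls.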
An asterisk follows results filed as active; i = inactive; ? = inconclusive; nt = not tested or not shown; & = joins results of further samples; [ ] = remark or other dose. Unless noted, calls come from the whole dose curve; as a rule, active = well fitted curve in the direction sought with a large enough effect; inconclusive = small, poorly fitted or top-dose-only effect, or another doubt; inactive = no such curve, though single readings can be large; an effect the other way counts as inactive or inconclusive.

SMILES | BLM inh | Anesthetic bind | Pol eta inh | RXFP1 antagonist | POLB inh | Tb PGK inh | APEX1 inh | Pol kappa inh | POLI inh
COC(=O)c1ccc(NC(=O)Cc2ccccc2)cc1 | -6.1% | -14.9% | -13.2% | -5.3 | 3.1% | -10.0% | 8.9% | 7.4% | -9.9%
COc1ccc(NC(=O)CCN2CCCCCC2)cc1 | -8.9% | -8.8% | -2.5% | -5.3 | 0.5% | -2.7% | 13.3% | 1.4% | ?
COc1ccc(Cn2nnnc2C(c2ccccc2Cl)N2CCC(C(N)=O)CC2)cc1 (stereo not drawn) | 0.2% | -7.5% | -10.5% | -7.9 | 11.1% | -2.5% | 14.3% | 0.6% | 11.7%
Cc1cccc(N2CCN(C(=O)C3CCCN(S(=O)(=O)c4ccc5c(c4)oc(=O)n5C)C3)CC2)c1C (stereo not drawn) | -9.1% | -4.7% | -21.7% | nt | -2.7% | -3.4% | nt | -16.4% | 6.2%
COc1cc2c(cc1OC)/C(=C/C(=O)c1ccc(C)cc1)NCC2 | -12.9% | -6.3% | -7.8% | 13.9 | 14.3% | -1.4% | -9.0% | -36.1% | 81.3%[activator]
COc1cccc(N=Cc2c[nH][nH]c2=O)c1 | -1.7% | -18.9% | -1.2% | -3.8 | 7.7% | -3.1% | 1.3% | 1.9% | 2.9%
COc1ccccc1CNC(=O)C1CCN(C(=O)[C@@H]2Cc3ccccc3CN2)CC1 | 0.8% | -4.5% | -10.0% | -24.3 | 1.8% | -1.6% | -16.3% | -16.2% | -14.8%
CCCOc1ccc(-c2nnn(CC(=O)Nc3cccc(C(=O)OC)c3)n2)cc1 | -0.4% | -17.7% | -16.4% | 2.2 | ? | -0.9% | 4.8% | -7.1% | 17.8%
CC(C)Cc1ccc(CN2CCC(n3nccc3NC(=O)C3CCCC3)CC2)cc1 | -4.9% | ? | -29.7% | -8.2 | 7.7% | 5.1% | -12.8% | -11.5% | 20.7%
Cc1ccc(NC(=O)CN(C)CC(=O)Nc2sc3c(c2C(N)=O)CCC3)cc1 | -5.8% | -19.6% | -9.5% | -0.6 | -0.5% | -13.6% | 23.4% | -5.8% | 34.4%[activator]
Cc1c(C(=O)Nc2ccc(F)c(F)c2)oc2ccc(S(=O)(=O)N3CCC4(CC3)OCCO4)cc12 | 1.0% | -14.5% | -8.8% | -8.8 | 10.7% | -9.5% | nt | -4.5%[60.1 µM] | 24.0%
CCc1cc2c(=O)n(-c3ccc(Br)cc3)cnc2s1 | -3.0% | -4.7% | -9.7% | 1.7 | 0.2% | -10.4% | 2.7% | 5.9% | -7.3%
CCOc1ccc(CNC(=O)CCC(=O)N2CCSc3ccccc32)cc1 | 0.3%&-1.5% | ? | -10.0%&-1.6% | -1.2&-3.6 | -0.9%&2.9% | 5.3%&-9.1% | 58.6%[activator] | -5.3%&-1.7% | -18.8%&11.4%
O=C(O)c1cccc(Nc2nc3ccccc3nc2NS(=O)(=O)c2cccs2)c1 | 6.3% | 11.1% | -11.0% | 4.8 | 35.1% | -10.8% | -0.7% | -2.3% | -39.1%
CC(=O)N[C@H]1[C@H](Oc2ccc3c(c2)CCC2C3CC[C@]3(C)C(=O)CCC23)O[C@H](CO)[C@@H](O)[C@@H]1O (stereo partly drawn) | 0.2% | -9.6% | -5.5% | 0.7 | 15.8% | 3.8% | 16.2% | -6.8% | -13.1%
C[C@H]1COC(=O)[C@H](Cc2ccc(F)cc2)CC/C=C/C[C@@H](CC(=O)N[C@@H](CO)Cc2ccccc2)C(=O)N1 | nt | nt | -16.5% | nt | nt | 4.9% | -10.1% | -2.0% | 12.8%
COc1ccc(CCNC(=O)CNC(=O)Cn2ccc3ccccc3c2=O)cc1OC | 0.8% | -8.7% | -17.4% | -4.0 | 2.9% | -7.6% | -1.1% | 0.9% | -14.8%
Cc1cccc(/C=C(\C(=O)C(=O)O)c2ccc3ccccc3n2)c1 | -0.2% | -21.6% | -17.3% | -1.1 | -14.2% | -0.9% | -1.0% | -2.4% | 41.8%[activator]
COc1cc(C(=O)NCCc2ccccc2)ccc1OCC(=O)N1CCOCC1 | nt | nt | -10.1% | -1.1 | nt | -1.6% | 6.2% | -11.7% | 22.4%
c1ccc(N2CCOCCOCCOCCOCC2)cc1 | 0.9% | -3.4% | -14.2% | -14.0 | -1.6% | i | -7.5% | -4.2% | 53.8%[activator]
CCCn1c(=O)c2ccccc2n2c(SCc3nc4ccccc4s3)nnc12 | -3.2% | ? | -4.6% | -4.0 | 0.5% | i | 0.2% | -7.8% | 36.7%[activator]
CCCC(=O)Nc1ccc(N2CCN(C(=O)c3cc4ccccc4o3)CC2)cc1 | -0.8% | -11.4% | -9.4% | -1.8 | -17.3% | i | 6.3% | -6.3% | -0.7%
O=C(NC(=O)c1ccccc1Cl)Nc1ccc(-c2cnco2)cc1 | -7.7% | -6.3% | -17.3% | 0.1 | 3.9% | -2.6% | 2.4% | 2.8% | 16.9%
CC(C)C(=O)NC(=O)COC(=O)/C=C/c1cccs1 | -4.3% | -19.5% | -22.4% | -15.2 | 13.5% | i | -1.5% | 3.3% | 33.8%[activator]
COc1cccc(C(=O)NCC(=O)NCc2cc(=O)n(C)c(=O)n2C)c1 | 0.8% | 7.9% | -14.3% | 8.8 | 50.4% | -3.5% | 11.3% | 3.1% | 35.8%
O=C(CSc1ccc(Cl)cc1)Nc1cccc(-c2nnc(-c3ccco3)o2)c1 | 4.8% | -4.7% | -17.7% | -14.2 | 17.7% | 2.4% | 7.1% | -6.2% | 6.1%
CNC(=O)c1ccsc1NC(=O)CN1C(=O)CCC1=O | 3.9% | -2.3% | -5.3% | nt | 7.1% | -10.1% | ? | -2.5% | -22.7%
CCOC(=O)Cc1nn(C)c(=O)c2ccccc12 | -3.9% | -10.9% | 5.7% | 9.5 | -7.8% | i[11.5 µM] | 1.0% | 0.1% | 8.1%
CCc1c(O)c(/C(C)=N\O)c(=O)n(-c2ccccc2)c1-c1ccccc1 | 2.2% | -9.7% | 1.6% | -6.5 | 33.6% | 2.8% | 5.3% | -6.9% | 29.7%
Cc1cc(NC(=O)Nc2nnc(N3CCCCCC3)s2)ccc1Br | -1.8% | -6.6% | -14.1% | 2.6 | 6.1% | -1.5% | nt | 10.6% | 29.4%
O=C(Nc1ccc2c(c1)OCCO2)C1CCN(C(=O)c2ccc([N+](=O)[O-])cc2)CC1 | 10.7% | -4.6% | -3.0% | -2.1 | 1.1% | -2.4% | 1.5% | 7.9% | -13.0%
Oc1ccc(-n2cccc2/C=N/n2cnnc2)cc1 | 3.3% | -4.5% | 0.6% | -17.6 | 10.0% | 0.2% | -1.0% | -6.0% | -10.4%
CCC(=O)c1ccc(OCC(=O)OCC(=O)N(CCC#N)c2ccc3c(c2)OCCO3)cc1 | nt | nt | -19.0% | -21.8 | nt | -8.2% | 17.0% | -1.5% | 6.6%
COc1cccc(N2CCN(C(=O)C3CCN(S(=O)(=O)c4cccc5nonc45)CC3)CC2)c1 | -1.8% | -10.3% | -11.0% | -5.9 | 2.5% | -17.6% | nt | -12.4%[60.1 µM] | 28.6%
O=C(c1ccc2c(c1)OCO2)N1CCC2(CC1)Oc1ccc(Cl)cc1C(=O)C21CC(c2ccccc2)=NO1 (stereo not drawn) | -3.4% | -7.9% | -8.2% | nt | 23.0% | i | 0.4% | 8.0% | 25.2%
CSc1ccc(S(=O)(=O)Nc2ccc(NC(C)=O)cc2)cc1 | -2.1% | -19.4% | -12.6% | -8.3 | -19.4% | -7.0% | -4.7% | 3.3% | 9.2%
CCOc1ccc(CCNC(=O)c2cc3c(=O)[nH]c4ccc(C)cc4c3s2)cc1OCC | -6.8% | -15.6% | -19.1% | nt | 7.4% | -9.5% | nt | -10.3% | 37.1%[activator]
Cc1ccc(NC(=O)CCC(=O)N/N=C/c2cccs2)cc1C | 0.6% | ? | -4.8% | 19.8 | -23.6% | i | 1.0% | 2.9% | 0.2%
COC(=O)c1sc(S(=O)(=O)NCCC(=O)O)c(C(=O)OC)c1C | -2.1% | -7.7% | -10.5% | 1.7 | 24.7% | 0.6% | 8.6% | -9.3% | 31.5%[activator]
C/C(=N\NC(=O)c1cccc(S(=O)(=O)N2CCCC2)c1)c1ccco1 | -1.7% | -9.7% | -20.3% | 0.0 | -8.2% | -4.4% | ? | -1.2% | 124.8%[activator]
Cc1nc(N)sc1Cc1ccc2c(c1)OCO2 | -2.4% | ? | -17.0% | -12.9 | -1.2% | -3.7% | -2.1% | -9.3% | -5.0%
COCCC(=O)N1CCC(C(=O)Nc2ccc(Oc3ccccc3)nc2)CC1 | -1.2% | -2.6% | -4.6% | 9.7 | 103.2% | 1.0% | 16.2% | -11.1% | -10.1%
CC(=O)c1cc(CN2CCC(C(=O)Nc3ccc(-n4nc(C)cc4C)cc3)CC2)cs1 | nt | nt | -8.5% | -21.9 | nt | i | nt | -15.0% | 7.9%
S=c1[nH]nc(-c2ccncc2)n1/N=C/c1cn(-c2ccccc2)nc1-c1ccc(Cl)cc1 | -3.5% | -8.3% | -12.2% | -18.9 | -3.0% | -4.1% | -1.9% | -4.8% | 10.3%
C=CCCC(=O)Nc1nc(C)c(-c2csc(Nc3ccc(Cl)cc3Cl)n2)s1 | -9.6% | -16.5% | -21.8% | nt | 1.6% | 10.6% | -5.5% | -3.5% | ?
Cc1c(Cl)cccc1NC(=O)c1ncn(-c2ccccc2)n1 | -2.2% | -3.6% | -6.5% | -1.7 | 16.4% | -2.5% | nt | -14.3% | 27.0%

3 of the entries above in order of their number in APEX1 inh, descending:
structure,BLM inh,Pol eta inh,RXFP1 antagonist,Tb PGK inh,APEX1 inh,Pol kappa inh,POLI inh
CCCOc1ccc(-c2nnn(CC(=O)Nc3cccc(C(=O)OC)c3)n2)cc1,-0.4%,-16.4%,2.2,-0.9%,4.8%,-7.1%,17.8%
CCOC(=O)Cc1nn(C)c(=O)c2ccccc12,-3.9%,5.7%,9.5,i[11.5 µM],1.0%,0.1%,8.1%
S=c1[nH]nc(-c2ccncc2)n1/N=C/c1cn(-c2ccccc2)nc1-c1ccc(Cl)cc1,-3.5%,-12.2%,-18.9,-4.1%,-1.9%,-4.8%,10.3%

The list is partial. The share of hits here may be higher or lower than overall.
